# SENP1 FRET inh = blocks the human SENP1 SUMO protease catalytic domain | Q9P0U3 | recombinant SENP1 catalytic domain, CyPet-SUMO1-YPet FRET cleavage | inhibition, % at 10 µM | 360,000 tested, 0.21% active | AID 624204;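 active = inhibition at least 30% at 10 µM, raw YFP signal under a set limit, fluorescence ratio 0.5 to 1.5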;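 also: 0% = enzyme with DMSO and 100% = no enzyme wells; some results filed as inactive read as strong as hits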
# Target sequence (Q9P0U3 419-644 limits assumed): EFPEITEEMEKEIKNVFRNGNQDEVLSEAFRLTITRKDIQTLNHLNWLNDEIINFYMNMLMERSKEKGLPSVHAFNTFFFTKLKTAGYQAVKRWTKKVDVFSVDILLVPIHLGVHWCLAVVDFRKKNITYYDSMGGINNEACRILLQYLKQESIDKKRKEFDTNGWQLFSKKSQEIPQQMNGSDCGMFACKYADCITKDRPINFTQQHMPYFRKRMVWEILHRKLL
#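 Test system: recombinant human SENP1 catalytic domain, His6-tagged / Medium: pH 8 Tris buffer with EDTA, NaCl, BME, BSA, NP40, catalase / Also added: SUMO1 FRET substrate flanked by Cypet and Ypet, 25 nM / Times: 50 min reaction at room temperature / Signal: FRET, CFP and YFP emission / Control set: no-enzyme low control and enzyme-plus-DMSO high control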
# SENP8 inh = blocks human SENP8 cleavage of Nedd8 substrate. recombinant SENP8, Nedd8 substrate fluorescence. inhibition, % at 20 µM. 360,000 tested, 0.64% active; in the data active = inhibition mostly above about 40%, no sharp cut-off; inactive = mostly below about 27%
# Target sequence (Q96LD8 whole entry, looked up): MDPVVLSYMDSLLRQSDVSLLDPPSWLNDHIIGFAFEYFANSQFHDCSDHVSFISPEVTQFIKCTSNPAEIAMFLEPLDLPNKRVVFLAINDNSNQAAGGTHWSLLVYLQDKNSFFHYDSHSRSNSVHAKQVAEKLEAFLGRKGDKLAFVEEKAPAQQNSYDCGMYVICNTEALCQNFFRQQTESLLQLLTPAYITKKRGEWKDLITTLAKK
# PfG6PD inh = PfG6PD (Plasmodium falciparum) enzyme inhibition; PfGluPho enzyme, NADPH resazurin-diaphorase fluorescence; inhibition, % at 20 µM; 350,000 tested, 0.78% active;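 active = inhibition reaching at least a set limit at 20 µM in the primary screen, cut at about 59% in these data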;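 also: 0% = DMSO wells with substrate and 100% = DMSO wells lacking glucose-6-phosphate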
# * = called active by the depositor; i = inactive. The list is partial (hit frequency here may not be typical).
SMILES,SENP1 FRET inh,SENP8 inh,PfG6PD inh
COc1cccc(N2CCN(C(=O)c3cccc(S(=O)(=O)N4CCCC4)c3)CC2)c1,-7,9,6
Cc1csc(=O)n1CCC(=O)OCC(=O)NCc1ccccc1,2,5,-7
CC1=C(C(=O)N(C)C)CC(CC(=O)NC2CC2)C(=O)N1Cc1ccc(C(C)(C)C)cc1 (stereo unspecified),1,-7,-9
CCCCCCN1C[C@@H](O)[C@H](n2cc(C3CC3)nn2)C[C@@H]1c1ccccc1,-13,-3,11
C[C@H]1CN([C@@H](C)CO)S(=O)(=O)c2ccc(Br)cc2O[C@H]1CN(C)C(=O)Nc1ccccc1F,0,-23,3
COc1cc(/C=N/NC(=O)c2nnn(-c3nonc3N)c2C)ccc1OCc1ccc(Cl)cc1,2,i,-10
CCCC1NC(=O)c2cc3ccccc3cc2-n2c1nc1ccc(C)cc1c2=O (stereo unspecified),-2,1,11
COc1ccc(C(=O)OCc2cc(=O)oc3c(C)c(C)ccc23)cc1S(=O)(=O)N1CCOCC1,3,0,19
C[C@H](CO)N1C[C@H](C)[C@@H](CN(C)S(=O)(=O)c2cn(C)cn2)Oc2ncc(Br)cc2C1=O,1,7,-13
C[C@H](CO)N1C[C@H](C)[C@@H](CN(C)Cc2cccc3c2OCCCO3)OCc2cnnn2CCCC1=O,-1,4,6
COc1cccc(CSC(C(=O)O)c2ccccc2)c1 (stereo unspecified),2,5,5
CC1C(=O)N(Cc2cn(CCC3OCCO3)nn2)CCS(=O)(=O)N1Cc1ccc(-c2ccccc2)cc1 (stereo unspecified),-4,-18,7
CCCCn1c(N)c(N(Cc2ccccc2OC)C(=O)C(C)Oc2cccc(Cl)c2)c(=O)[nH]c1=O (stereo unspecified),0,11,2
Cc1cc(/C=N/NC(=O)c2ccoc2C)cc(C)c1O,5,-42,9
COc1ccc(S(=O)(=O)N2CCCCCC2)cc1NC(=O)Cc1cccc(C(F)(F)F)c1,1,-8,24
CC1(C)CC(=O)C2=C(C1)OC1=C(C(=O)CC(C)(C)C1)C2c1ccccc1Cl,-166,-288,9
CC(=O)NCCc1ccc(C(=O)COC(=O)c2cccs2)cc1,2,14,12
C[C@H](CO)N1C[C@H](C)[C@@H](CN(C)C(=O)c2cc(-c3ccccc3)on2)OCc2cnnn2CCCC1=O,-2,-18,-10
C[C@@H]1Cn2cnc(C(=O)NCC(=O)OC(C)(C)C)c2C(=O)N1,2,12,14
COc1cc2ccccc2cc1C(=O)N/N=C/c1cccs1,0,-50,9

# An excerpt of these results, bar-delimited.
Structure | SENP1 FRET inh | SENP8 inh | PfG6PD inh
COc1cccc(CSC(C(=O)O)c2ccccc2)c1 (stereo unspecified) | 2 | 5 | 5
CC1C(=O)N(Cc2cn(CCC3OCCO3)nn2)CCS(=O)(=O)N1Cc1ccc(-c2ccccc2)cc1 (stereo unspecified) | -4 | -18 | 7
CCCCn1c(N)c(N(Cc2ccccc2OC)C(=O)C(C)Oc2cccc(Cl)c2)c(=O)[nH]c1=O (stereo unspecified) | 0 | 11 | 2
Cc1cc(/C=N/NC(=O)c2ccoc2C)cc(C)c1O | 5 | -42 | 9
COc1ccc(S(=O)(=O)N2CCCCCC2)cc1NC(=O)Cc1cccc(C(F)(F)F)c1 | 1 | -8 | 24
CC1(C)CC(=O)C2=C(C1)OC1=C(C(=O)CC(C)(C)C1)C2c1ccccc1Cl | -166 | -288 | 9

# Later entries.
SMILES,SENP1 FRET inh,SENP8 inh,PfG6PD inh
NC1(CO)COC(c2ccccc2)OC1 (stereo unspecified),1,33,9
O=C(NCc1ccccc1F)C1CC(=O)N(Cc2ccco2)C1 (stereo unspecified),-4,6,-5
COc1ncnc2c1ncn2CCCNCc1ccco1,0,2,4
CC(C)c1ccc(Nc2nc(N3CCOCC3)nc(N3CCOCC3)n2)cc1,0,9,31
Cc1ccc(NC(=O)CSCC(=O)N(C)Cc2c(F)cccc2Cl)cc1,-2,6,9
CN1CCN(c2ccncc2S(=O)(=O)N2CCCC2)CC1,5,4,9
C[C@@H]1CCCCO[C@@H](CN(C)S(=O)(=O)c2ccc(F)cc2)[C@@H](C)CN([C@H](C)CO)C(=O)c2cc(N(C)C)ccc2O1,-2,-239,33
c1ccc(N=NC2=NN(c3ccccc3)CS2)cc1,1,30,13
CCCCCCN1C[C@H](n2cc(-c3ccc(F)cc3)nn2)[C@@H](O)C[C@@H]1c1ccc(OC)cc1,4,13,13
C[C@H]1CN([C@@H](C)CO)C(=O)CCCn2nncc2CO[C@@H]1CN(C)S(=O)(=O)c1cn(C)cn1,2,-2,8
O=C(Cn1sc2ccccc2c1=O)Nc1ccc(F)cc1,-4,-12,125*
Cc1ccccc1NC(=O)Cc1nc(COC(=O)CNC(=O)c2ccc(Cl)cc2Cl)cs1,-13,8,0
Fc1ccc(-c2nc3c4ccccc4ccn3c2Cc2ccccc2)cc1,-16,-47,13
CC1=C(C(=O)N2CCOCC2)CC(CC(=O)NCC2CCCCC2)C(=O)N1CCC1=CCCCC1 (stereo unspecified),0,-2,2
CCCC1NC(=O)c2cc3ccccc3cc2-n2c1nc1cc(F)ccc1c2=O (stereo unspecified),0,9,11
C[C@H]1CN([C@@H](C)CO)C(=O)CCCn2cc(nn2)CO[C@@H]1CN(C)C(=O)c1cc(-c2ccccc2)on1,3,20,-1
CC(C)c1cc(C(=O)OCC(=O)NC2CC2)c(O)c(C(C)C)c1,2,-49,7
CNC(=O)C[C@H]1C(=O)N(C2CCCCC2)C[C@@H]1CSC,3,14,13
C[C@H](CO)N1C[C@H](C)[C@@H](CN(C)Cc2cccnc2)Oc2ncc(-c3cccc(C#N)c3)cc2C1=O,0,-33,42
Cc1ccc(-n2c(COc3ccccc3)nnc2SCC(=O)O)cc1,3,9,-14
c1ccc2cc(C3OCC4(CCCC4)CO3)ccc2c1,0,30,5
C[C@@H]1CN([C@H](C)CO)C(=O)c2cc(C#CC3CC3)cnc2O[C@H]1CN(C)S(C)(=O)=O,-1,-34,10
O=C(COC(=O)c1ccc(F)cc1F)Nc1ccc(S(=O)(=O)N2CCOCC2)cc1,1,12,-4
O=C1OC(c2ccccc2)(c2ccccc2)c2ccsc21,2,15,3
CC1=C(C(=O)N(C)C)CC(CC(=O)NC(c2ccccc2)c2ccccc2)C(=O)N1Cc1ccc(F)cc1 (stereo unspecified),-1,2,16
C[C@@H]1CN([C@@H](C)CO)C(=O)CCCn2nncc2CO[C@H]1CN(C)C(=O)c1ccc(N2CCN(C)CC2)cc1,1,13,-7
O=C(Nc1ccc(C(=O)O)cc1)/C(=C\c1ccco1)NC(=O)c1ccc(Br)cc1,-2,6,-17
COc1ccc(CN(C)CCCn2ccc(NC(=O)OCc3ccccc3)nc2=O)cc1OC,-2,6,20
CS(=O)(=O)N(CCc1ccccc1)CC(=O)N1CCCCCC1,2,15,1
CCCNC(=O)N(C)C[C@@H]1Oc2cc(C#C[C@H](C)O)ccc2S(=O)(=O)N([C@H](C)CO)C[C@H]1C,-2,5,-21
CC1(C)CC(=O)C=C(c2ccc(-c3cnc4ccccc4c3)cc2)C1=O,2,7,50
COC(=O)c1ccc(CSc2ccccc2NC(=S)Nc2cccc(SC)c2)o1,-1,-2,28
COc1ccc(S(=O)(=O)N2CCOCC2)cc1NC(=O)C1CC(=O)N(c2ccc3c(c2)OCCO3)C1 (stereo unspecified),1,24,14
Cc1cn([C@H]2C[C@H](O)[C@@H](CNC(=O)[C@H](N)Cc3cscn3)O2)c(=O)[nH]c1=O,3,20,-15
CC(C)OC(=O)N(C)C[C@@H]1OCc2ccccc2-c2c(n(C)c3ccccc23)C(=O)N([C@@H](C)CO)C[C@H]1C,1,0,-11
c1ccc2c(C3OCC4(CCCCC4)CO3)cccc2c1,1,3,-11
CC[C@H](C)[C@H]1CNC(=S)N1CC1CCN(CCC(C)C)CC1,-1,14,0
CCOC(=O)c1cnc2cc(-c3ccc(C)cc3)nn2c1C,-1,i,3
C[C@@H]1CCCCO[C@H](CN(C)C(=O)Nc2ccc(F)cc2)[C@@H](C)CN([C@H](C)CO)C(=O)c2cc(N(C)C)ccc2O1,1,-248,33
O=C(O)c1ccccc1Cc1ccc(F)c2ccccc12,-2,6,-14
C[C@@H]1CN([C@@H](C)CO)C(=O)c2cc(Br)cnc2O[C@@H]1CN(C)Cc1cncnc1,0,6,-3
C[C@@H]1CN([C@H](C)CO)C(=O)CCCn2nncc2CO[C@@H]1CN(C)C(=O)CCC(F)(F)F,2,0,3
COc1ccc([C@H]2N[C@]3(CCCN(Cc4ccco4)C3=O)[C@H]3C(=O)N(C)C(=O)[C@@H]23)cc1,-4,-14,-1
C[C@H]1CN([C@@H](C)CO)C(=O)CCCn2nncc2CO[C@@H]1CN(C)S(=O)(=O)c1ccc(-n2cccn2)cc1,0,8,6
C[C@H]1CN(c2ccccc2)C(=O)[C@@H]1CC(=O)Nc1ccc(Br)cc1,0,-9,-1
Cc1ccc(C(=O)NCC(=O)Nc2ccccc2C)o1,0,9,7
Nn1c(SCC(=O)N2CCCC2)nnc1-c1cccs1,2,4,6
CCOc1cc(N2CCOCC2)c(OCC)cc1NC(=O)COC(=O)c1c(C)noc1C,0,13,21
COc1ccc(-c2csc(Nc3cccc(C)n3)n2)cc1OC,3,14,22
Cc1ccc(C(=O)CCC(=O)OCC(=O)Nc2cc(S(=O)(=O)N(C)C)ccc2C)cc1,-4,-5,-6

# A different layout for some results above:
compound	SENP1 FRET inh	SENP8 inh	PfG6PD inh
C[C@@H]1CN([C@@H](C)CO)C(=O)c2cc(Br)cnc2O[C@@H]1CN(C)Cc1cncnc1	0	6	-3
C[C@@H]1CN([C@H](C)CO)C(=O)CCCn2nncc2CO[C@@H]1CN(C)C(=O)CCC(F)(F)F	2	0	3

# Other structures:
SMILES,SENP1 FRET inh,SENP8 inh,PfG6PD inh
COc1cccc(-c2ccc3c(c2)O[C@@H](CN(C)C(=O)C2CCOCC2)[C@H](C)CN([C@H](C)CO)S3(=O)=O)c1,1,-8,-3
Cc1cc(Br)c(NC(=O)CN2C(=O)NC3(CCOc4ccccc43)C2=O)c(Br)c1 (stereo unspecified),1,32,-9
CCOc1cc(N2CCOCC2)c(OCC)cc1NC(=O)c1cccc(S(=O)(=O)N2CC(C)OC(C)C2)c1 (stereo unspecified),5,17,11
COc1ncnc2c1ncn2CCCN(C)Cc1ccco1,0,10,2
Cc1ccc(CN2CCC[C@]3(N[C@H](c4ccc(C)cc4)[C@@H]4C(=O)N(Cc5ccccc5)C(=O)[C@@H]43)C2=O)cc1,2,16,15
CCN1CCN(C(=O)c2ccc(CS(=O)(=O)Cc3ccccc3Cl)o2)CC1,0,21,7
COc1cc(C(C)=O)ccc1OCC(=O)N1CCCC1c1ccc2c(c1)OCCCO2 (stereo unspecified),-1,13,10
COc1ccccc1NC(=O)N(C)C[C@@H]1OCc2ccccc2-c2c(n(C)c3ccccc23)C(=O)N([C@H](C)CO)C[C@@H]1C,0,9,16
COc1ccccc1CC(=O)Nc1cc(C)on1,0,1,-27
CC(NC(=O)COC(=O)C1CCN(c2ccc(C(F)(F)F)cn2)CC1)c1ccccc1 (stereo unspecified),2,-25,1
CCOc1ccccc1NC(=O)CN(c1ccc(OC)c(OC)c1)S(=O)(=O)c1ccc(C)cc1,1,7,15
Nc1ccc(C(=O)Nc2ccc(Nc3ccncc3)cc2)c([N+](=O)[O-])c1,1,12,8
O=C1CSc2ccc(C(=O)N3CCCCC3)cc2N1,3,5,52
Cc1ccc([C@H]2C[C@@H](O)[C@H](n3cc(C4CC4)nn3)CN2Cc2cccs2)cc1,1,18,10
COc1ccccc1S(=O)(=O)N(C)C[C@@H]1OCc2cnnn2CCCC(=O)N([C@H](C)CO)C[C@H]1C,0,14,15
COc1cccc(-c2nc3n(n2)CCc2ccccc2-3)c1,0,17,22
C[C@@H]1CN([C@H](C)CO)C(=O)CCCn2nncc2CO[C@H]1CN(C)S(=O)(=O)c1cccs1,1,14,12
CC(=O)c1c(C)[nH]c(C(=O)NCc2ccc(Cl)cc2)c1C,1,10,-13
CC(=O)Nc1ccc(-c2cc(C(=O)O)c3cc4ccccc4cc3n2)cc1,-11,-489,4
CCOC(=O)N(C)C[C@H]1OCc2cnnn2CCCC(=O)N([C@@H](C)CO)C[C@H]1C,0,4,-7
COCCN(CC(=O)Nc1cccc(C)c1C)C(=O)/C=C/c1ccc2c(c1)OCCO2,-2,-51,14
C[C@H]1CN([C@@H](C)CO)C(=O)CCCn2nncc2CO[C@@H]1CN(C)Cc1ccc(C(F)(F)F)cc1,-3,14,-11
CC1=C2C3OC(=O)C(C)C3CCC2(C)C=C(Cl)C1=O (stereo unspecified),0,5,-8
CC1(C)N=C(N)N=C(N)N1c1ccc(OCC(=O)N2CCOCC2)cc1,2,11,-10
CC(C)N1CC2(CC(c3ccccc3F)=NO2)CN1C(=O)c1ccco1 (stereo unspecified),1,1,-16
Cn1c(=O)n(C)c2cc(NC(=O)c3ccccc3)ccc21,-2,9,9
COC(=O)[C@H]1C[C@H](OC(=O)NCC2CCCCC2)[C@@]2(O)CN(S(=O)(=O)c3ccc(C)cc3)CC2[C@H]1C(=O)OC (stereo partly specified),-1,4,13
COC(=O)c1ccc(CNC(=O)C2CCC(=O)N(CCc3ccccn3)C2)cc1 (stereo unspecified),1,10,5
C[C@H](CO)N1C[C@H](C)[C@@H](CN(C)C(=O)Nc2ccccc2F)Oc2cc(Br)ccc2S1(=O)=O,-1,11,1

# Screens from PubChem BioAssay.
